High-throughput results (PubChem)
DUSP3 inh – DUSP3 (human) phosphatase inhibition; inhibition, % at 13.3 µM; AID 1654; recombinant VHR phosphatase, pNPP absorbance; hit rate 0.52% among 290,000; P51452; in the data active = inhibition above about 50%; note: some compounds called inactive have numbers as strong as hits
Target sequence (P51452 whole entry, looked up): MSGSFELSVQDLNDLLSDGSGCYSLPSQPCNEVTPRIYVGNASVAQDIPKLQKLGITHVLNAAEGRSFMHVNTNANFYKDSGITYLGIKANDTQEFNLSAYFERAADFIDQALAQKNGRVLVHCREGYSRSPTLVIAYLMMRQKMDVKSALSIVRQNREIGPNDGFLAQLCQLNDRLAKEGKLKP
FadD28 FP inh – inhibitors of Mycobacterium tuberculosis FadD28 bisubstrate binding; AID 588549; FadD28 bisubstrate probe binding, fluorescence polarization; hit rate 0.22% among 360,000; inhibition, % at 12.5 µM; in the data active = inhibition above about 8.5%, passing the limit was not always enough; inconclusive = no clear call, values can overlap the other calls
MazEF act – activators of E. coli MazEF toxin-antitoxin RNase; FAM/BHQ RNA-DNA oligo cleavage fluorescence, 5 h; hit rate 0.32% among 350,000; activation, % at 20 µM; in the data active = activation above about 50%
Target sequence (P0AE70 whole entry, looked up): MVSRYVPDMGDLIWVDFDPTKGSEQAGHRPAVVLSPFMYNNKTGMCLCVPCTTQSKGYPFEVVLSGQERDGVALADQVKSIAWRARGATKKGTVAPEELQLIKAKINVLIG
FBA Mtb inh – Mtb fructose-bisphosphate aldolase inhibition; purified M. tuberculosis FBA, fluorescence read-out; inhibition, % at 1 µM; hit rate 2.3% among 360,000; in the data active = inhibition above about 27%;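 note: 0% = vehicle and 100% = reference inhibitor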
Target sequence (P9WQA3 whole entry, looked up): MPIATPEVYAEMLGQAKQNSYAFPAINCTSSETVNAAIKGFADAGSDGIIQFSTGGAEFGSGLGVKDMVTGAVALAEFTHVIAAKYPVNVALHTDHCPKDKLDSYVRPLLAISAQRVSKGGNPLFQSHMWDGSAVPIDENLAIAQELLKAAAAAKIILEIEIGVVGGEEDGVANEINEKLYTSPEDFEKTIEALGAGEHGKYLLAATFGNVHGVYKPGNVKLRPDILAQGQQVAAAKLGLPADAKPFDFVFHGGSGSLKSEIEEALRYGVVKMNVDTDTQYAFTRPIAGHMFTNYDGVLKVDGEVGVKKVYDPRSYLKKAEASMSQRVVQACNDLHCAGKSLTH
BoNT F protease – blocks Botulinum neurotoxin F light chain protease. Multiplex microsphere protease cleavage assay, flow cytometry. inhibition, % at 10 µM. hit rate 0.22% among 360,000; in the data active = inhibition above about 35%, passing the limit was not always enough; inconclusive = no clear call, values can overlap the other calls; note: plate controls were buffer without enzyme for full effect and enzyme alone for no effect
GDH-TPI counter – inhibits GDH-TPI coupling enzymes, artifact for Mtb FBA screen; GDH-TPI coupled enzyme counterscreen, NADH absorbance; inhibition, % at 4.8 µM; hit rate 1.2% among 360,000;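 note: 0% = DMSO wells and 100% = wells lacking the enzyme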
Rv3671c protease – inhibitors of M. tuberculosis serine protease Rv3671c; P9WHR9; hit rate 0.048% among 320,000; inhibition, % at 5.96 µM; in the data active = inhibition above about 38%;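 note: extracellular domain of Rv3671c used as enzyme; 0% = enzyme with DMSO and 100% = no enzyme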
Target sequence (P9WHR9 whole entry, looked up, the tested form may be a part): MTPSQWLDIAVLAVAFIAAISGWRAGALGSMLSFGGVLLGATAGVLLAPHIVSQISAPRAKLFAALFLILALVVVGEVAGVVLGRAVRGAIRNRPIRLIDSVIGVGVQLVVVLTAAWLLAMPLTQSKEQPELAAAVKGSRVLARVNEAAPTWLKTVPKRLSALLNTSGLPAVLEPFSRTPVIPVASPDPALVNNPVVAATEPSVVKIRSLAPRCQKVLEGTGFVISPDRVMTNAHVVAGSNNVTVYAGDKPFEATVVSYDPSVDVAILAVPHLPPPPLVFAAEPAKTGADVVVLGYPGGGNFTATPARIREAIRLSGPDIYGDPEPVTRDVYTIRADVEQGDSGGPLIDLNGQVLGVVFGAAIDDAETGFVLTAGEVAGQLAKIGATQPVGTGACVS
Mtb BioA inh – inhibitors of Mycobacterium tuberculosis BioA enzyme. purified M. tuberculosis BioA enzyme, plate reader. inhibition, % at 9.99 µM. hit rate 0.096% among 360,000. AID 602481; in the data active = inhibition above about 40%; inconclusive = no clear call, values can overlap the other calls
CCHF vOTU inh – CCHFV vOTU protease inhibition; Pep-AMC fluorescence; inhibition, % at 11.5 µM; hit rate 0.55% among 370,000; AID 651958; note: 0% = vehicle wells with enzyme and 100% = no enzyme wells
Mtb UGM inh – inhibitors of M. tuberculosis UDP-galactopyranose mutase; P9WIQ1; purified UGM, fluorescence polarization probe displacement; inhibition, % at 10 µM; hit rate 0.06% among 320,000; in the data active = inhibition above about 10%, passing the limit was not always enough; inconclusive = no clear call, values can overlap the other calls
* marks the source's active call; other numbers are inactive results; ? = inconclusive; . = not tested or not shown; & = joins results of further samples. Cut-off read from the data, not from the text of the source, unless noted: active = inhibition above about 30%; inactive = the rest.

SMILES	DUSP3 inh	FadD28 FP inh	MazEF act	FBA Mtb inh	BoNT F protease	GDH-TPI counter	Rv3671c protease	Mtb BioA inh	CCHF vOTU inh	Mtb UGM inh
Cc1cc(C)c(S(=O)(=O)N2CCCc3ccccc32)c(C)c1	-4	-5.2	-6	-2	?	1	-4	-1.1	-1	1.3
CC(C)CCNC(=O)C(=O)Nc1cc2c3c(c1)CC(=O)N3CCC2	-4	-6.0	12	-7	6	-10	6	0.7	5	4.8
Nn1cc(-c2ccccc2)nc1SCC(=O)Nc1ccc2c(c1)OCO2	-9	-3.6	4	-1	4	12	1	.	16	1.2
COCCn1nnnc1C(CC(C)C)N1CCN(c2cccc(OC)c2)CC1 (stereo not given)	3	-1.0	1	1	-14	11	.	-1.9	4	.
CCc1ccc(C2NC(=S)NC3=C2C(=O)CC(C)(C)C3)cc1 (stereo not given)	3	-4.7	4	0	2	9	12	.	-2	0.7
CCCCC(=O)Nc1ccc2oc(-c3ccncc3)nc2c1	-2	-2.7	10	14	4	13	11	.	-9	-0.2
CC(C)c1ccc(NC(=O)C(c2ccccc2)N(C)C(=O)CCc2c[nH]c3ccccc23)cc1 (stereo not given)	.	6.1	6	-1	-5	-2	-4	-0.2	2	2.6
COc1cccc(CN(C)C(=O)c2cc(S(=O)(=O)NCc3ccccc3)ccc2C)c1OC	.	-2.3	7	-2	-7	-11	-7	.	-5	-1.2
O=C(CNC(=O)OCc1ccccc1)Nc1ccc(Br)cc1C(=O)c1ccccc1	-1	1.1	6	9	-4	-14	-11	0.0	15	7.5
O=C1Cc2ccccc2C(c2ccc(Br)cc2)N1 (stereo not given)	9	-4.4	-2	-2	-2	-2	5	2.3	-7	0.8
Cn1ncc2c(NCc3ccccc3)ncnc21	21&37	-3.2	5	-3	-40	-4	-1	0.6	5	-2.7
CCC(=O)Nc1ccc2c(c1)N(C(C)=O)c1ccccc1CC2	-12	-3.1	-1	3	13	-9	-5	2.2	0	0.5
CCOC(=O)[C@@H]1CSCCS(=O)(=O)N1	.	-3.8	3	0	4	-4	.	-0.3	12	.
CC(C)(C)n1cnnc1Sc1ncccc1[N+](=O)[O-]	8	-0.3	4	-1	-3	8	3	.	-9	4.1
COc1ccc2c(c1)[nH]c1c(=O)n(CCN(C)C)cnc12	2	-2.2	2	0	2	14	-2	0.3	1	-1.7
COc1cc(/C=N/NC(=O)CCc2n[nH]c(=O)[nH]c2=O)ccc1O	35	-0.9	0	-1	-4	11	0	0.8	4	-2.7
CC(=O)Nc1ccc(OCC(=O)N2CCc3ccccc3C2)cc1	35	-1.4	1	1	1	13	3	0.4	3	-1.0
O=S(=O)(NC1CC1)c1ccc(S(=O)(=O)N2CCCC3(CCCCC3)C2)cc1	6	-2.1	-3	2	-6	1	-1	-0.7	-4	-0.2
CS(=O)(=O)N(CC(=O)NCc1ccc2c(c1)OCO2)C1CCCCC1	19	-0.1	0	1	-7	0	-5	.	-15	5.1
O=C(Nc1ccc(Br)cc1)C1CCN(C(=O)c2ccc(F)cc2)CC1	-5	-0.5	3	2	4	4	-3	.	-9	-0.4
Cc1cc(C)nc(SCc2ccc(C(=O)NN=C3CCCC3)cc2)n1	22	-10	-6	0	-4	-5	-24	.	23	-0.8
COCCn1c(-c2ccc(-c3ccccc3Cl)o2)nc2c1c(=O)[nH]c(=O)n2CC(C)C	19	-4.6	45	8	-4	0	-2	-1.0	7	1.2
COc1ccc(C2=C(Nc3ccc(F)cc3)c3ccccc3C2=O)cc1	12	-12	14	-2	1	3	2	-0.9	5	-5.0
CC(C)[C@@H](NC(=O)C1CCC(CNC(=O)[C@H](Cc2ccccc2)NC(=O)OC(C)(C)C)CC1)C(=O)O (stereo not given in full)	32	-0.3	2	2	7	2	.	-1.4	3	-1.5
O=C1CCCN1c1ccc(S(=O)(=O)Oc2ccc(Cl)cc2)cc1[N+](=O)[O-]	-2	0.0	1	2	-2	15	15	0.9	-2	0.1
NC(=O)c1cccc(-c2ccnc3c2CC(C(=O)Nc2ccccc2)O3)c1 (stereo not given)	.	-0.2	.	2	4	-3	.	3.1	12	.
CC(NC(=O)Cc1ccccc1[N+](=O)[O-])c1ccccc1 (stereo not given)	0	.	.	.	.	.	-6	.	17	3.7
CN1/C(=C\C(=O)c2cccnc2)C(C)(C)c2ccccc21	17	3.4	4	-5	29	7	-9	.	-4	-0.2
CCCn1nc(C(=O)Nc2nnc(CC)s2)c2ccccc2c1=O	26	-2.2	16	0	-4	3	1	-1.5	-5	2.2
Cc1ccccc1C(=O)N1CCc2c([nH]c3ccccc23)C1C(F)(F)F (stereo not given)	18	1.1	10	-1	?	3	1	-0.1	-4	0.9
Cc1cc(N2CCN(C(=O)c3ccco3)CC2)c2ccccc2n1	32	-1.3	-5	1	?	17	6	0.0	-10	3.4
CC1(C(=O)NCc2ccccc2Br)CCN1Cc1ccc2ccccc2c1 (stereo not given)	.	-3.1	.	-3	-3	-3	.	-1.1	11	.
CCN(Cc1nc(-c2ccccc2)no1)C(=O)c1ccco1	-9	-2.8	10	0	-24	-3	-1	1.4	-19	2.8
CC(C)OCCCN1CN(S(=O)(=O)c2ccccc2)c2nc3ccccc3nc21	0	-1.4	-11	20	-9	12	3	1.2	-8	0.4
CC(=O)c1sc2nc(CSc3nnnn3-c3ccccc3)[nH]c(=O)c2c1C	8	-8.7	-39	1	0	8	-6	1.3	1	-0.9
Cc1cc(C)c(NC(=O)CSc2nnc(-c3ccncc3)n2Cc2ccco2)c(C)c1	-5	-3.4	-3	-3	-1	7	-1	-1.9	-14	4.1
CC(C)c1ccc(NC(=O)C2CSC3(C)CCC(=O)N23)cc1 (stereo not given)	15	-5.4	1	2	-1	-5	1	0.4	0	1.4
CN(CCOc1ccccc1)C(=O)c1ccc(F)c(S(=O)(=O)N2CCOCC2)c1	.	-2.5	2	1	.	5	-3	0.6	19	1.0
O=C(CCc1nc2ccccc2c(=O)[nH]1)NNC(=O)COc1cccc(F)c1	.	-4.2	2	-2	1	-7	-11	-1.6	-8	2.8
O=C1NC(=S)S/C1=C\c1cccc([N+](=O)[O-])c1	.	1.2	-1	-5	-2	33*	.	0.9	6	.

The list goes on, starting with the last 6 of the part before.
SMILES	DUSP3 inh	FadD28 FP inh	MazEF act	FBA Mtb inh	BoNT F protease	GDH-TPI counter	Rv3671c protease	Mtb BioA inh	CCHF vOTU inh	Mtb UGM inh
CC(=O)c1sc2nc(CSc3nnnn3-c3ccccc3)[nH]c(=O)c2c1C	8	-8.7	-39	1	0	8	-6	1.3	1	-0.9
Cc1cc(C)c(NC(=O)CSc2nnc(-c3ccncc3)n2Cc2ccco2)c(C)c1	-5	-3.4	-3	-3	-1	7	-1	-1.9	-14	4.1
CC(C)c1ccc(NC(=O)C2CSC3(C)CCC(=O)N23)cc1 (stereo not given)	15	-5.4	1	2	-1	-5	1	0.4	0	1.4
CN(CCOc1ccccc1)C(=O)c1ccc(F)c(S(=O)(=O)N2CCOCC2)c1	.	-2.5	2	1	.	5	-3	0.6	19	1.0
O=C(CCc1nc2ccccc2c(=O)[nH]1)NNC(=O)COc1cccc(F)c1	.	-4.2	2	-2	1	-7	-11	-1.6	-8	2.8
O=C1NC(=S)S/C1=C\c1cccc([N+](=O)[O-])c1	.	1.2	-1	-5	-2	33*	.	0.9	6	.
O=C(O)C(Cc1ccccc1)n1c(=S)[nH]c2ccccc2c1=O (stereo not given)	16	-0.6	7	2	1	9	5	0.8	7	1.7
CC1=CCC(COC(=O)Nc2ccccc2)CC1 (stereo not given)	-1	-4.3	1	-3	?	-6	-10	0.1	6	0.1
C/C(=N/NC(=O)c1ccc(Br)o1)c1ccncc1	1	-3.5	-3	-1	2	4	10	-0.7	6	-1.5
C[C@H]1CN([C@@H](C)CO)S(=O)(=O)c2ccc(-c3cncnc3)cc2O[C@H]1CN(C)C(=O)NC1CCCC1	.	0.1	11	3	-2	2	.	2.8&-0.6&-0.2	-12	.
CCOC(=O)N1CCN(C(C)C(=O)c2c[nH]c3ccccc23)CC1 (stereo not given)	3	-2.7	1	-9	-12	16	-10	-0.6	8	0.5
O=C(c1ccc(Br)o1)N1CCN(CCc2ccncc2)CC1	-28	-1.3	-5	-1	20	-6	0	1.3	0	-1.2
CC(=O)N1CCc2cc(S(=O)(=O)NCCCN3CCC(C)CC3)ccc21	10	-3.5	3	-1	-2	8	-1	0.9	7	-1.8
CCOc1ccc(N2C(=O)C3CCCN3C2=O)cc1 (stereo not given)	7	-3.1	7	-2	?	9	7	-1.3	8	1.4
CC(C)OC(=O)/C(C#N)=C/c1c[nH]c2ccccc12	16	-1.0	-4	4	1	9	-2	.	5	4.7
CCN(CC)C(=O)c1cccc(NC(=O)CC23CC4CC(CC(C4)C2)C3)c1	36	-1.8	0	-6	4	-5	0	0.7	11	0.4
O=C(CCc1ccc(S(=O)(=O)N2CCOCC2)cc1)Nc1ccccc1F	.	-3.4	2	-2	-3	-3	9	-0.2	3	0.8
O=C(C[C@@H]1C/C=C/CC[C@H](Cc2ccc(F)cc2)C(=O)O[C@H](c2ccccc2)CNC1=O)NCCO	.	-1.1	-2	5	2	9	-4	1.2	-8	0.7
Oc1ccccc1/C=N/NC(=S)NC1CC2CC1C1C=CCC21 (stereo not given)	19	-2.3	10	4	.	23	3	-0.7	-3	0.4
O=C1CCCCC1Nc1ccc([N+](=O)[O-])cc1 (stereo not given)	.	-1.4	7	-4	3	10	.	.	1	.
O=C(NCCC(=O)N1CCCCC1)c1ccccc1Cl	-52	1.0	-2	-1	2	4	-3	-0.5	-6	1.0
CCC(C)NC(=O)C1CCCN(S(=O)(=O)c2ccc(-n3cnnn3)cc2)C1 (stereo not given)	13	-1.6	5	2	-20	14	0	-1.4	-5	1.8
CCOc1ccc(C(=O)Nc2cccc([N+](=O)[O-])c2)cc1Br	-2	-2.3	12	-7	-6	7	-10	.	-4	-1.1
CCOc1ccc(CNn2nnnc2N)cc1	12	-3.2	0	1	-7	1	-1	-2.0	8	2.6
CCc1nnc(NC(=O)CCC(=O)NCc2ccc(C)cc2)s1	8	-1.2	7	1	-3	-2	0	-0.9	6	2.0
CN(C)c1ccc(CNS(=O)(=O)c2ccc3c(c2)C(C)(C)C(=O)N3C)cc1	13	-0.6	6	2	6	-5	8	0.7	-11	-2.6
CCn1c(Cn2nnc(-c3ccccc3)n2)nnc1SCC(=O)Nc1ccc(C(C)=O)cc1	16	-0.7	3	-1	-1	1	4	-1.1	5	1.6
Cc1ccc2c(c1)cc(CN(Cc1cccs1)C(=O)c1ccco1)c1nnnn12	21	-1.0	0	-2	11	-1	2	.	-5	1.5
CCCS(=O)(=O)NC(=O)C1(C)CCN(C(=O)c2cc(C)n(C(C)(C)C)n2)C1 (stereo not given)	.	-2.1	.	-1	-3	-2	.	1.1	10	.
O=C(CSCc1ccc(Cl)cc1)N/N=C/c1ccco1	22	-2.0	-1	1	4	0	4	.	9	2.1
Cc1c(Cl)cccc1NC(=S)N1CCCN(Cc2ccc(F)cc2)C1	33	-0.9	5	2	-8	9	-38	1.1	-6	0.8
Cc1cccc(NC(=S)NCc2ccccc2Cl)c1C	-20	0.4	6	1	37*	0	-9	-1.2	2	-0.8
CCCCNC(=O)Nc1ccc(C2SCCS2)cc1	-9	0.5	2	3	?	5	-2	-1.2	-10	2.6
COc1ccc2o/c(=N/NC(=O)c3cccs3)c(C(N)=O)cc2c1	31	-0.5	1	-3	-7	13	-9	.	-5	-2.2
NC(=O)C[C@H](N)c1cn([C@@H](CC(N)=O)C(=O)N2CCNCC2)nn1	.	-0.4	-8	3	2	18	-11	-1.4	-1	-1.1
CN(C)CCNc1oc(COc2ccc(-c3ccccc3)cc2)nc1C#N	20	-2.5	5	1	-18	1	-4	22	.	-1.3
